Lmaj promast: Leishmania major promastigote growth inhibition, primary screen | Leishmania major promastigotes, resazurin fluorescence viability | inhibition, % at 10 µM | 200,000 compounds, 9% hits; in the data active = inhibition above about 50%;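 also: promastigotes grown with compound for 44 hours at 28 °C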
DTT redox prof: compounds producing H2O2 with reducing agent – biochemical, NIH compound library profiling, artefact control for MLSCN library redox annotation, primary screen; DTT-dependent redox cycling H2O2, phenol red/HRP absorbance; 100% = 100 µM peroxide control, 0% = buffer; activation, % at 10 µM; 200,000 compounds, 0.03% hits;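 active = activation of at least 50% relative to the plate's high and low controls in the primary single-dose screen; inactive = activation below 50%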;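 also: compound incubated with DTT at 0.8 mM final as the reducing agent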
TNAP inh noacc: human TNAP enzyme inhibitors, primary screen, biochemical, luminescent, no phosphate acceptor, uHTS; Alkaline phosphatase, tissue-nonspecific isozyme (Homo sapiens), P05186; purified TNAP, CDP-star luminescence, 30 min; inhibition, % at 20 µM; 200,000 compounds, 0.26% hits; AID 1012, 2008;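 active = tissue-nonspecific alkaline phosphatase inhibition above about 50% at 20 µM in the single-dose screen, limit read from the data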;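 also: 0% = DMSO negative control and 100% = EDTA positive control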
Target sequence (P05186 whole entry, looked up): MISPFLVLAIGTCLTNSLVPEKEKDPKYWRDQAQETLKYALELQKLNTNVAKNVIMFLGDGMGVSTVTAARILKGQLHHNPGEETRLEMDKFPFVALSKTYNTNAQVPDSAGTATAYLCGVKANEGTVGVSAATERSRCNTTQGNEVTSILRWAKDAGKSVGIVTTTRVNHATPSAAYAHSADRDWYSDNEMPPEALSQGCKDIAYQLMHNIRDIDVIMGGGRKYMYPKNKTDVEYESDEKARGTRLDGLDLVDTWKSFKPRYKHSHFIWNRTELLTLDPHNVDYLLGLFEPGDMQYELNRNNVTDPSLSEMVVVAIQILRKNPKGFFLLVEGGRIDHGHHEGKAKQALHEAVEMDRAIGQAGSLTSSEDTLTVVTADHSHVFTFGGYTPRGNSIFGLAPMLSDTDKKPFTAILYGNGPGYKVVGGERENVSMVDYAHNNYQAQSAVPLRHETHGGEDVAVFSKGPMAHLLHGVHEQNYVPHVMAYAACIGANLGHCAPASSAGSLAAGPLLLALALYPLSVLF
S1P3 antagonist: S1P3 receptor antagonists, primary screen, cell-based; Sphingosine 1-phosphate receptor 3 (Homo sapiens), Q99500; CHO S1P3 NFAT-BLA reporter, FRET fluorescence, antagonist mode; inhibition, % at 4.98 µM; 170,000 compounds, 0.27% hits;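 active = inhibition above the plate cutoff, the mean inhibition of test wells on that plate plus 3 SD, cut at about 28% in these data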;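 also: cells challenged with S1P at its EC80 of 0.8 µM; blue over green emission ratio from cleaved BLA substrate after 4 h stimulation; 0% = S1P-stimulated wells and 100% = unstimulated DMSO-only wells; some compounds past the cut are filed as inactive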
PMI act: activators of human PMI, primary screen, biochemical, fluorescence intensity, near-Km mannose 6-phosphate; activation factor at 20 µM; Mannose-6-phosphate isomerase (Homo sapiens), P34949; 190,000 compounds, 0.005% hits; purified human PMI, coupled resazurin fluorescence, 20 min; hits give high values; 1 = vehicle control, 0 substrate-free wells;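 active = activation factor of 2 or more at 20 µM, relative to plate controls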
Target sequence (P34949 whole entry, looked up): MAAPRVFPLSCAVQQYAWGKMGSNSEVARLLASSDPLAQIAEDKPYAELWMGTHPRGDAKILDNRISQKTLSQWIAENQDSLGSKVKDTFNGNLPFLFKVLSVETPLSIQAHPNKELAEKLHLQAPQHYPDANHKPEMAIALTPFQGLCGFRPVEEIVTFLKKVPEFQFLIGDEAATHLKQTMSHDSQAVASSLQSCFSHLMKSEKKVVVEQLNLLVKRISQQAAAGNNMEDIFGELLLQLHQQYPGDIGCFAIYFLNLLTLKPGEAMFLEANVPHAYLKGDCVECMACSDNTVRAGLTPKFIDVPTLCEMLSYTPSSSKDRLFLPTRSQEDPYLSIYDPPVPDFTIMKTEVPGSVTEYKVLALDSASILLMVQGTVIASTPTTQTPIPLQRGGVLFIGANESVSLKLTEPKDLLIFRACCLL
PMI act hi M6P: human PMI activators, high substrate, primary screen, biochemical, fluorescence intensity, near-saturating mannose 6-phosphate; Mannose-6-phosphate isomerase (Homo sapiens), P34949; coupled PMI enzyme assay, resazurin fluorescence, 20 min; hits give high values; 1 = untreated enzyme, 0 = substrate-free blank; activation factor at 20 µM; 190,000 compounds, 0.34% hits; AID 1216, 2008;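 active = activation factor of 2 or more at 20 µM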
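Material: human phosphomannose isomerase with PGI, G6PDH, diaphorase coupling enzymes / Reagent: Man-6-P substrate 1.0 mM / Dosing: single compound dose of 20 µM, 1% DMSO final / Incubation: enzyme reaction with compound 20 min at room temperature / Signal: resorufin fluorescence (Ex 544/Em 590 nm) from resazurin via diaphorase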
RAM network inh: inhibitors of the yeast RAM network, primary screen, dse1pr::URA3 reporter, 5-FOA selection; S. cerevisiae dse1pr::URA3 reporter, 5-FOA growth OD615, 2 d; analog-sensitive cbk1-as2 kinase mutant strain; inhibition, % at 50 µM; AID 868, 2007; 190,000 compounds, 1.8% hits;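 active = inhibition above a set limit, 3 SD over mean compound inhibition, cut at about 8.4% in these data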;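 also: 0% = DMSO-only wells with no growth and 100% = 10 µM 1-NA-PP1 full growth; inhibition rescues growth on 5-FOA so higher OD means more RAM inhibition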
TNAP inh hi DEA: human TNAP enzyme inhibitors, primary screen, biochemical, luminescent, high phosphate acceptor level, uHTS; AID 1135, 2008; inhibition, % at 20 µM; purified TNAP, CDP-star luminescence, 1 M DEA; 200,000 compounds, 0.03% hits;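 active = over 50% inhibition of tissue-nonspecific alkaline phosphatase at 20 µM in the single-dose screen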;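 also: plate controls were DMSO wells for no effect and EDTA-quenched wells as full inhibition for full effect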
Hsp70 activator: Hsp70 transcriptional activators, primary screen, cell-based, HeLa, Hsp70 promoter luciferase, luminescence, 10 µM | HeLa Hsp70 promoter luciferase reporter; scaled: vehicle 0, proteasome-inhibitor control 100% | activation, % at 10 µM | 200,000 compounds, 0.04% hits | AID 1203, 2008;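 active = activation above the mean across all tested compounds plus 3 SD, cutoff set per campaign, cut at about 5.5% in these data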;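 also: 100% = MG132 at 30 µM as the positive control and 0% = DMSO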
HMGR II inh: inhibitors of E. faecalis class II HMGR, primary screen, biochemical, Enterococcus faecalis. HMG-CoA reductase (Enterococcus faecalis, mvaE). purified E. faecalis HMGR, NADPH absorbance 340 nm kinetic. inhibition, % at 10 µM. 190,000 compounds, 0.41% hits;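 active = inhibition above a set limit, the median over all tested compounds plus 3 SD, cut at about 9.5% in these data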;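 also: enzyme runs in reverse so mevalonate oxidation gives rising NADPH absorbance; 0% = complete reaction with DMSO and 100% = background rate lacking mevalonate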
The depositor's hits bear a star; . = not tested or not shown.

Value order – TNAP inh noacc	Lmaj promast	PMI act	S1P3 antagonist	Hsp70 activator	TNAP inh hi DEA	HMGR II inh	DTT redox prof	PMI act hi M6P	RAM network inh
Cc1cc(C)n(-c2nc3ccccc3nc2N2CCOCC2)n1
 : -4	-7	0.9	8	0.0	1	-2	0.7	0.8	0.8
CC(C)(C)n1nc2c(c1NC(=O)Cc1cccc3ccccc13)CS(=O)C2 (stereo unspecified)
 : -11	0	0.9	6	-0.2	-4	5	-0.5	0.9	1.8
COC(=O)c1sc(NC(=O)c2ccco2)nc1C
 : -15	-10	0.9	-8	-0.4	-7	-1	0.3	0.9	0.6
CCOc1ccc2nc(NC(=O)C3CCN(c4cnccn4)CC3)sc2c1
 : -11	70*	1	7	-0.1	-8	0	2.4	0.9	5.7
CCc1c(C)nc(N)c(C#N)c1-c1ccccc1
 : -15	-4	.	-22	-0.4	-4	-7	13	.	3.2
NC(=O)c1nsc(C(=O)N(CC(=O)NC2CCCC2)Cc2ccc3c(c2)OCO3)c1N
 : -11	-8	1	0	-0.3	-6	-5	-0.8	1	0.2
CC(OC(=O)c1ccc2c(=O)n3c(nc2c1)CCCCC3)C(=O)Nc1ccc(Cl)cn1 (stereo unspecified)
 : 4	-4	1	-1	0.0	-1	3	0.0	0.9	4.8
CCOC(=O)c1c(CN2CCC(C)CC2)oc2ccc(OC)cc12
 : 4	13	1	-7	0.2	-5	-3	1.2	1.1	0.0
Cc1cccc(OCCCn2ccnc2)c1
 : -3	98*	0.9	-18	-0.2	-2	-2	0.7	0.9	-0.3
CC(c1ccccc1)n1cc(C(=O)NCc2ccncc2)nn1 (stereo unspecified)
 : -13	-3	1	.	0.0	-3	-2	1.9	1	0.0
CCNC(=S)N1CCC(C(=O)c2ccc3c(c2)OCCO3)CC1
 : -4	3	1	0	-0.2	0	-3	0.6	1	0.0
COc1cc(NC(=O)N[C@H](C(=O)O)C(C)C)cc(OC)c1
 : -6	3	0.9	-28	0.0	-4	-8	3.1	0.8	1.2
Cc1ccnc(NC(=O)c2c(-c3ccccc3Cl)noc2C)c1
 : -4	11	1	-11	-0.2	0	0	-0.2	0.9	3.5
CCOC(=O)c1sc(NC(=O)COC(=O)C(CCSC)NC(C)=O)nc1C (stereo unspecified)
 : -9	6	0.8	-8	-0.1	0	2	-0.6	0.9	0.9
O=C(CCN1CCN(C/C=C/c2ccccc2)CC1)Nc1ccc(Cl)cc1
 : -2	76*	1	-13	-0.3	-1	-7	-0.3	1	-0.4
CC(OC(=O)c1cccn1C)C(=O)Nc1ccc2c(c1)OCO2 (stereo unspecified)
 : -6	10	1	-23	0.0	-2	-3	-0.8	0.9	0.3
O=C(NNC(=S)Nc1ccc(OC(F)F)cc1)c1cc2c(s1)CCCC2
 : -26	-2	1	-15	-0.5	-7	-6	0.5	1	-0.4
CN(C)S(=O)(=O)N1CCC(CO)(CCc2ccccc2)CC1
 : -5	-5	0.8	-4	-0.4	-2	-5	-0.2	0.9	3.1
CCn1c(SCC(N)=O)nnc1-c1ccco1
 : -13	-10	1	-22	0.5	-6	-3	3.1	1	-1.3
COCCNC(=O)/C(C#N)=c1\s/c(=C\c2ccccc2OC(F)F)c(=O)n1Cc1ccccc1
 : -6	-6	0.9	-2	0.0	-4	-2	1.6	1.1	5.2
CC(C(=O)NC1CC1)c1ncc(C(F)(F)F)cc1Cl (stereo unspecified)
 : -6	1	1	-19	0.1	-8	-1	-1.0	1	2.9
O=C(Cc1ccccc1Cl)N1CCN(c2ccccn2)CC1
 : -10	-2	0.9	9	-0.4	-7	5	-0.3	0.9	-0.9
CN(CC(=O)NC1CCCCCCC1)S(=O)(=O)c1cccc2cccnc12
 : -8	2	1	0	-0.5	-9	-1	-0.6	1	0.9
CCOC(=O)N1CCC(Nc2cccc(SC)c2)CC1
 : -2	96*	0.9	15	-0.4	5	1	2.1	0.7	1.4
O=C(Cn1ncc2c(=O)oc3ccccc3c21)NCCN1CCN(c2ccccc2F)CC1
 : 3	30	0.8	17	-0.3	1	5	-2.5	0.9	0.9
COc1ccc(/C(=C/Nc2cccc(Br)c2)C(C)=O)cc1OC
 : -8	17	1	-6	-0.3	-5	-3	-0.9	1	1.2
Cc1cc(Nc2ccc(Br)cc2F)n2ncnc2n1
 : 4	-13	1.1	-5	-0.2	-2	0	0.9	0.9	0.5
CC(=O)N(CCCN1CCOCC1)Cc1ccncc1
 : -6	3	1.1	.	-0.2	-4	2	-1.3	1.2	1.0
Cc1ccc(S(=O)(=O)Nc2ccc(NC(=O)CN3CCCCC3)c(Cl)c2)cc1
 : -6	5	0.8	.	-0.1	-4	5	0.1	0.9	0.0
COc1ccc(C2CC(=O)N3CN(c4ccc(C)c(Cl)c4)CSC3=C2C#N)cc1 (stereo unspecified)
 : -1	-7	1	-7	0.0	-1	-5	-1.4	0.8	1.6
Cc1cccc(N2CCN(Cc3cc(=O)n4ccsc4n3)CC2)c1C
 : -3	-1	1.1	.	-0.2	-8	-1	1.6	1.1	1.9
COc1ccc(C=O)cc1Cn1ccnc1
 : -6	-8	1.5	-6	0.0	-6	0	-1.3	1.4	1.9
Cc1ccc(NC(NC(=O)c2cccs2)C(Cl)(Cl)Cl)cc1 (stereo unspecified)
 : -6	71*	0.8	.	0.0	-4	-2	1.7	0.8	-0.7
CCOC(=O)CSc1ccc2ccccc2n1
 : -11	2	1	-26	-0.1	-5	-2	-1.6	1	-0.5
COC(=O)c1ccccc1NC(=O)Nc1cccnc1
 : -10	-4	1	.	-0.1	-3	-2	0.7	1	0.1
O=C(CSCc1ccc(Cl)cc1)NCC1CCCO1 (stereo unspecified)
 : -2	-1	1.1	-4	-0.1	-7	-24	0.1	1	0.5
Cn1c(=O)[nH]c(=O)c2c1nc(Br)n2CCCO
 : 7	2	1.1	-10	-0.1	-3	-4	0.8	1.1	0.5
COC(=O)Cn1cnc(=O)c(C#N)c1/C=C/N(C)C
 : -5	-1	0.9	12	-0.1	-5	-3	-1.1	0.6	1.4
CC(=O)NCc1cc(-c2nn(C)c(=O)c3ccccc23)ccc1C
 : -5	-3	1	.	-0.3	5	-1	0.0	1	1.9
COc1ccc2sc(C)[n+](C)c2c1
 : -5	0	0.2	-2	-0.3	-2	4	0.5	0.9	2.0
CCCCN(CCCNc1ncnc2nc[nH]c12)c1ccccc1
 : -63	3	0.9	10	-0.3	2	-6	0.0	0.9	-0.5
CN1CCN(NC(=O)CN(C)S(=O)(=O)c2cc(Cl)ccc2Cl)CC1
 : -18	0	1	-7	0.0	-5	-1	-1.8	1.1	3.8
COc1ccc(C2=NN(C(=O)CSc3ncccn3)C(c3cccc(OC)c3OC)C2)cc1 (stereo unspecified)
 : -15	79*	1	0	-0.2	-7	1	-1.1	1	2.0
COc1cccc(NC(=O)c2nnn(CCc3ccccc3)c2N)c1
 : -14	25	1	-4	0.0	-2	-4	-0.7	0.9	3.5
CC(=O)c1c(COC(=O)c2ccco2)nc2ccccc2[n+]1[O-]
 : -2	.	1	-44	.	-4	.	.	1.1	.
CN(CCC#N)c1ncnc2scc(-c3ccccc3)c12
 : -11	-7	1	7	-0.2	-6	3	-1.0	1.1	0.4
CC(=O)Nc1cccc([N+](=O)[O-])c1
 : -4	-1	1	-7	0.2	-2	-1	-1.9	1	1.0
NC(=O)c1ccc(NC(=O)COC(=O)CCCc2c[nH]c3ccccc23)cc1
 : -10	-3	1	0	-0.3	-3	-4	-0.2	0.9	3.4
Cn1cc(Br)c(C(=O)Nc2c(F)c(F)c(F)c(F)c2F)n1
 : -13	-7	1.1	-15	-0.4	-8	-3	-0.6	1.1	0.4
O=C(NCCc1ccccc1)c1ccc(OCCOc2ccccc2)cc1
 : -12	-1	1	.	-0.3	-3	2	4.0	1.1	2.8

Later entries:
Value order – TNAP inh noacc	Lmaj promast	PMI act	S1P3 antagonist	Hsp70 activator	TNAP inh hi DEA	HMGR II inh	DTT redox prof	PMI act hi M6P	RAM network inh
O=C(Nc1ccc(OC(F)(F)F)cc1)C1=NCCN1
 : 1	-8	0.9	-8	-0.4	3	5	0.7	0.9	0.7
COc1ccc(NCc2nnc(SCC(=O)Nc3cccc(C)c3)o2)cc1
 : -15	0	1.1	-5	0.1	-3	.	3.4	0.8	0.2
N#CCC1c2ccccc2CCN1C(=O)Nc1ccc(C(F)(F)F)cc1 (stereo unspecified)
 : -1	6	0.8	.	-0.2	-3	-10	1.9	0.8	4.4
O=C(N/N=C/c1ccc(Cl)c([N+](=O)[O-])c1)c1ccc2nc[nH]c2c1
 : -42	4	1	.	-0.2	-2	-4	-3.3	1	-0.1

Compound activity as filed in PubChem BioAssay.
